Giardia kill = Giardia lamblia killing; Giardia lamblia trophozoite viability; 0.15% of 340,000 active; activity change, % at 7.66 µM, hits read low; AID 540267; in the data active = activity change below about -80%; inconclusive = between about -30% and that limit;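 also: parasites exposed to compound for two days anaerobically before the ATP read; % is scaled to controls: 0 for no effect and ±100 for the full control effect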
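Compounds were tested on trophozoites seeded at 100 cells/well and held 48 hrs at 37 deg C anaerobically. An ATP-based luminescent kit measured the remaining live cells.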
Gal4-VP16 FLuc = inhibits Gal4-VP16 luciferase reporter, ROR gamma counter-screen | 3.5% of 310,000 active | AID 2546 | Drosophila S2 Gal4-VP16 UAS-luciferase, luminescence, 20 h | Potency, µM (titrated, usually from 53.6 µM), for inactives: top-dose activity, negative = inhibition, usual class: inhibitors;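 also: Gal4-VP16 expression switched on by copper sulfate through the metallothionein promoter; potency is read from the fitted curve at half-maximal effect; % is scaled to controls: 0 for no effect and ±100 for the full control effect; nearly all actives have a fitted effect of over 50% in size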
BRCA1 expr act = increases BRCA1 expression | MCF7-BRCA1-FFLuc reporter, luminescence, 48 h; response scale: scaled: vehicle 0%, 10 µM genistein 100% | Potency, µM (top dose mostly 46.1 µM), for the others: top-dose activation, usual class: activators | 1.1% of 380,000 active; also: potency is read from the fitted curve at half-maximal effect; nearly all actives have a fitted effect of over 80% in size; some results filed as inactive show a strong effect at the top dose
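Using MCF7 cells harboring a BRCA1 firefly luciferase reporter, plated 2 h before compound pinning, the screen measured luminescence after 48 h incubation. Responses were normalized to DMSO and 10 microM genistein, then fitted for concentration-effect.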
FLuc counter = firefly luciferase modulation, counter-screen for miR-21 project; P08659; purified FLuc, Km substrates, luminescence inhibition; Potency, µM (titrated, usually from 57.5 µM), without a hit: top-dose activity change, negative = inhibition, usual class: inhibitors; 6.9% of 360,000 active; AID 588342;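 also: potency is read from the fitted curve at half-maximal effect; plate controls were vehicle for no effect and reference inhibitor for full effect; nearly all actives have a fitted effect of over 55% in size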
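Purified P. pyralis luciferase (10nM final) with 10uM D-luciferin and 10uM ATP (Km levels) in 50mM Tris acetate pH 7.5, 10mM Mg acetate, 0.01% Tween-20, 0.05% BSA; qHTS 6-point titration, ~60 µM downward; luminescence read.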
ELG1 genotoxic = induces genotoxicity in HEK293T cells with luciferase-tagged ELG1; AID 504466; 1.3% of 330,000 active; Potency, µM (series often up to 46 µM), for the others: at the highest dose activity change, positive = activation, usual class: activators; HEK293T ELG1-luciferase reporter, luminescence, 16 h; also: potency is read from the fitted curve at half-maximal effect; % of control where 0% means no effect; nearly all actives have a fitted effect of over 60% in size
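DMSO vehicle served as control against compound-treated ELG1-luciferase HEK293T cells; exposure lasted 16 hr at 37 °C and 5% CO2, followed by ONE-Glo luminescence detection after 30 min.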
Rab9 prom act = activates the Rab9 promoter. Potency, µM (doses to about 9.22 µM), for inactives: at the top dose activation, negative = inhibition, hits mostly activators. Huh7 Rab9 promoter-luciferase reporter, luminescence, 24 h. AID 485297. 2.8% of 320,000 active; also: potency is read from the fitted curve at half-maximal effect; % of control where 0% means no effect; nearly all actives have a fitted effect of over 60% in size
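Huh7 cells stably carrying a Rab9 promoter-luciferase reporter, 1500 cells per well in OP-MEM I with 10% FBS, treated with compound 24 hours at 37C. Luciferase activity read by luminescence after 10 minutes with Amplite reagent.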
p53 reactivation = restores transcriptional activity of mutant p53 | H1299 p53-A138V BP100-luciferase reporter, luminescence, 24 h | Potency, µM (top dose mostly 92.2 µM), without a hit: at the highest dose activity change, positive = activation, usual class: activators | 0.063% of 320,000 active; also: potency is read from the fitted curve at half-maximal effect; % of control where 0% means no effect; nearly all actives have a fitted effect of over 45% in size
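p53-null H1299 cells stably carrying temperature-sensitive p53-A138V and a BP100-luciferase reporter were pinned with compounds (4-point, 1:5 series) and held 24 hrs at 37 deg C. Luminescence was read 10 min after detection reagent.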
PKM2 act = PKM2 (human) enzyme activation; purified PKM2, Kinase-Glo ATP luminescence, activation; response scale: 0% is enzyme alone, no compound; Potency, µM (top dose mostly 57.5 µM), without a hit: at the highest dose activation, actives largely listed as activators; P14618; 0.34% of 260,000 active; AID 1631; also: potency is read from the fitted curve at half-maximal effect; % is scaled to controls: 0 for no effect and ±100 for the full control effect; nearly all actives have a fitted effect of over 55% in size
Target sequence (P14618 whole entry, looked up): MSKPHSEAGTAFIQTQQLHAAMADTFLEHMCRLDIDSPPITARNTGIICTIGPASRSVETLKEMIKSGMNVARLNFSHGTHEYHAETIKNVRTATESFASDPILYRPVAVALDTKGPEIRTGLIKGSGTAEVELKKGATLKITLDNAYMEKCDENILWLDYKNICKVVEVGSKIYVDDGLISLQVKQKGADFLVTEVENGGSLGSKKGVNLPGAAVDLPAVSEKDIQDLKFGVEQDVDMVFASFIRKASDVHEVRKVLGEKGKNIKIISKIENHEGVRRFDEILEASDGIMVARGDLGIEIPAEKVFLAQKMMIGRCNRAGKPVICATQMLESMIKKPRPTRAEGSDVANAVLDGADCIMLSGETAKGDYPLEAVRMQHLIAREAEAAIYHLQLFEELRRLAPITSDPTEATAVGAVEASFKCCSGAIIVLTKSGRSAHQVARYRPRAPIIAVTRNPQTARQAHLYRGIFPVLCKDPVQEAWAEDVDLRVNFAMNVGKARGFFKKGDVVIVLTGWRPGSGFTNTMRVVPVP
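Purified hPK-M2 (>95% pure) converted ADP (0.1 mM final) to ATP with 0.5 mM PEP in 50 mM imidazole pH7.2, KCl, MgCl2, Tween 20, BSA; 1 h at room temperature. ATP detected by Kinase-Glo luminescence.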
Menin MLL FP TR = menin-MLL binding inhibition, Texas Red mutant peptide; 0.23% of 270,000 active; Menin + Texas Red MLL mutant peptide, fluorescence polarization; Potency, µM (top dose mostly 61.6 µM), for the others: at the highest dose FP activity change, negative = inhibition, most hits filed as inhibitors; AID 1768; O00255; active = well fitted inhibition curve with a large enough effect in the polarisation, with a control signal flat, not every such curve was filed as active; inconclusive = small, poorly fitted or top-dose-only effect, or effect the other way, or a change in a side signal; inactive = no such curve, though single readings can be large or run the other way; the % refers to the polarisation; also: potency is read from the fitted curve at half-maximal effect; % of control where 0% means no effect; many of its hits are not listed in these tables
NPC1 promoter act = activates the NPC1 promoter; AID 485313; Huh7 NPC1 promoter luciferase reporter, 24 h; 2.4% of 320,000 active; Potency, µM (doses to about 9.22 µM), without a hit: at the highest dose activation, actives largely listed as activators;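 also: potency is read from the fitted curve at half-maximal effect; % of control where 0% means no effect; nearly all actives have a fitted effect of over 60% in size; reporter is driven by a mutant NPC1 promoter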
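Readout is luciferase luminescence, reflecting NPC1 promoter activation in stably transfected Huh7 cells after 24 h compound exposure at 37 °C in reduced-serum medium with 10% FBS.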
RORg inh = inhibitors of mouse ROR gamma transcriptional activity; Potency, µM (doses to about 53.6 µM), without a hit: at the top dose activity change, negative = inhibition, usual class: inhibitors; AID 2551; Drosophila S2 Gal4-RORgamma UAS-luciferase reporter, 20 h; P51450; 5.4% of 310,000 active; also: potency is read from the fitted curve at half-maximal effect; % is scaled to controls: 0 for no effect and ±100 for the full control effect; nearly all actives have a fitted effect of over 60% in size
Target sequence (P51450 whole entry, looked up, the tested form may be a part): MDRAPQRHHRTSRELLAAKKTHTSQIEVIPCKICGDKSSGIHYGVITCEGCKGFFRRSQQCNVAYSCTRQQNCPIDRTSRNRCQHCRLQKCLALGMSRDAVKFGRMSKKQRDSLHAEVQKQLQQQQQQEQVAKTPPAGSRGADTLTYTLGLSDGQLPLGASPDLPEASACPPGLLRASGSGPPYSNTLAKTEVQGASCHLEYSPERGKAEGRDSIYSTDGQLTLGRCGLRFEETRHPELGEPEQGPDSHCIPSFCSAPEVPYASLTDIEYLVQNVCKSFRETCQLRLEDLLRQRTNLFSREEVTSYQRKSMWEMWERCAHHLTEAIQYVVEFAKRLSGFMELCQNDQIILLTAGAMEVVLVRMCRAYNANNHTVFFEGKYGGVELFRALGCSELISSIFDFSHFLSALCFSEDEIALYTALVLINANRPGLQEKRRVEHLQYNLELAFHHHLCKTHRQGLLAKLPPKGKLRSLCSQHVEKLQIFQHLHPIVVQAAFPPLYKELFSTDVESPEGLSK
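Stable Schneider cell line, Gal4 DNA-binding domain fused to ROR gamma, UAS-luciferase. Cmpd 1 hr RT → CuSO4 700 uM final → 20 hr RT → luciferase reagent 10 min → luminescence.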
Active calls of the source: *; ? = inconclusive; . = no result given; & = joins results of further samples; [ ] = remark or other dose. Unless noted, calls follow the shape of the dose curve; as a rule, active = well fitted curve in the direction sought with a large enough effect; inconclusive = small, poorly fitted or top-dose-only effect, or another doubt; inactive = no such curve, though single readings can be large; an effect the other way counts as inactive or inconclusive.

SMILES	Giardia kill	Gal4-VP16 FLuc	BRCA1 expr act	FLuc counter	ELG1 genotoxic	Rab9 prom act	p53 reactivation	PKM2 act	Menin MLL FP TR	NPC1 promoter act	RORg inh
COc1ccc(C)cc1NC(=O)C1CCN(S(=O)(=O)c2cccc3nonc23)CC1	-5	5%	-16%&2%	-1%&4%	-8%	0%	6%	-11%	?	1%	?
Cc1ccc(NC(=O)c2ccc3nsnc3c2)c(Cl)c1	?	?	1µM*	1.5µM*	?	0.32µM*	?	.	-12%	0.5µM*	-17%
CC1(C)CC(=O)C2=C(C1)OC(N)=C(C#N)C2C1CC=CCC1 (centres undefined)	-14	2%	6%	1%	0%	-1%	-2%	-5%	-2%	2%	42%
CCN(CC(=O)Nc1c(F)cccc1F)C(=O)Cc1c(C)nc2ccccc2c1C	-9	.	2%	-2%	0%	-1%	4%	.	.	-3%	.
COc1ccc(NC(=O)CC2SC(N3CCOCC3)=NC2=O)c(OC)c1 (centres undefined)	-10	.	6%	5%	-2%	0%	-5%	.	.	-2%	.
CCNc1c2c(nc3ccccc13)CC(C)(C)CC2=O	-19	0%	-5%	0%	-2%	-1%	1%	-1%	-11%	-1%	-6%
COc1cccc(C(=O)Nn2c(C)nnc2-n2nc(C)cc2C)c1	-15	3%	3%	2%	0%	-4%	8%	1%	-14%	-1%	-1%
O=[N+]([O-])c1ccc(O)c(/C=N\N=C2c3ccccc3-c3ccccc32)c1	14	?	-105%[inhibitor]	-6%	-8%	-19%	-2%	-1%	?	-2%	-23%[10 µM]
Cc1cccc(NC(=O)CSCC(=O)OCc2ccccn2)c1	17	.	1%	0%	0%	3%	-1%	.	.	-1%	.
O=C(Nc1ccc(OC(F)(F)C(F)F)c(NC(=O)c2cccc(F)c2)c1)c1cccc(F)c1	0	-3%	59%	4%	10%	13%	1%	10%	33%[activator]	11%	13%
O=C(N/N=C\c1cccnc1)c1ccccc1O	12	-6%	41%	7.6µM*	?	?	4%	-6%	8%	28%	-28%
Cc1cccc(NC(=O)c2ccc(COc3cccc4ccccc34)o2)n1	1	8%	-13%	-5%	-4%	-1%	12%	8%	16%	0%	40%
COc1cccc(OC)c1C(=O)Nc1ccccc1NC(=O)c1c(OC)cccc1OC	2	-1%	-1%	2%	0%	1%	0%	.	1%	-2%	-44%
COc1cc(/C=C(\C#N)C(=O)Nc2ccc3ccccc3c2)c([N+](=O)[O-])cc1OC	-17	-4%	-20%	5%	1%	-5%	-7%	2%	54%[activator]	-1%	-4%[10 µM]
CCOC(=O)c1c(NC(=O)CSc2ncn[nH]2)sc(C(C)=O)c1C	-6	-3%	17%	4%	-1%	14%	9%	1%	.	-8%	6%
Cc1cc(C)nc(NC(=O)Nc2ccc3c(c2)OCO3)c1	-29	-2%	?	?	?	0.56µM*	28%	-1%	15%	0.71µM*	-1%
Cc1ccc(/C=C/C(=O)Nc2ccc(S(=O)(=O)Nc3ncccn3)cc2)cc1	2	-9%	23%	9.5µM*	7%	0%	-1%	-10%	?	-5%	-8%
c1ccc2c(c1)ncn2Cc1nnc2sc(-c3ccncc3)nn12	-2	2%	9%	2%	1%	-1%	-1%	8.9µM*	16%	0%	?
Cc1ccc(NC(=O)c2c(Cl)n(C)c3ccccc23)cc1	-6	3%	-31%	3.4µM*	11%	23%	5%	1%	9%	?	11%
COc1ccc(CCNC(=O)c2sc3nc4n(c(=O)c3c2C)CCC4)cc1	13	.	12%	3%	-15%	2%	-4%	.	.	-1%	.
O=C1c2ccccc2-c2cccc(NS(=O)(=O)c3ccc(C(F)(F)F)cc3)c21	-3	-3%	-38%	6%	-7%	-2%	15%	-3%	?	-1%	73%
COC(=O)C(NC(=O)c1ccccc1)(Nc1cc(C)cc(C)n1)C(F)(F)F (centres undefined)	32[activator]	4%	7%	1%	0%	-4%	1%	-2%	-1%	0%	40%
CCC1(c2ccc(F)cc2)NC(=O)N(CC(=O)Nc2ccc(-c3nc4ccc(C)cc4s3)cc2)C1=O (centres undefined)	2	-14%	34%	3.4µM*	?	1.4µM*	6%	-14%	-5%	2.8µM*	0.45µM*
COc1ccc(-c2ocnc2C(=O)NCc2nn(-c3ccccc3)nc2C)cc1	-19	?	-39%	-5%	-1%	-24%	0%	-6%	.	-19%	-26%
O=C(NCC(=O)N1CCN(C(=O)c2ccco2)CC1)c1cccc(Cl)c1	-7	.	0%	4%	1%	-7%	-2%	.	.	-3%	.
N#C/C(=C\c1ccc(O)c(Br)c1)C(=O)NCc1ccccc1	2	3%	0%	?	-8%	-6%	-3%	17%	?	1%	33%
Cn1c(CCNC(=O)c2ccco2)nc2cc(NC(=O)c3ccco3)ccc21	-17	-7%	8.9µM*	24µM*	?	?	14%	-7%	9%	?	1%
CCOc1ccccc1NC(=O)CN(c1ccc(C)cc1)S(=O)(=O)c1c(C)noc1C	5	-10%	-61%	0%	-16%	4%	-4%	0%	?	1%	-2%
CC1CCCCC1NC(=O)CN1CCN(Cc2ccccc2Cl)C1=O (centres undefined)	-23	-2%	-3%	-6%	-1%	-5%	-8%	-3%	-3%	-1%	-3%
Cc1ccc(N2CC(C(=O)N3CCN(C(=O)c4ccco4)CC3)CC2=O)cc1 (centres undefined)	-5	-2%	1%	2%	0%	-1%	-8%	11%	17%	-1%	8%
O=C(Nc1cccc(Cl)c1)c1cnn2cccnc12	-2	.	15%	7.6µM*	?	2µM*	?	0%	-23%	?	-17%[0.365 µM]
Cc1ccc(Nc2nc3ccccc3n3nnnc23)cc1	9	4%	-3%	?	12%	?	16%	9%	15%	?	2%
COCCN(C(=O)CCC(=O)Nc1nccs1)C(C(=O)NC(C)(C)C)c1ccc(F)cc1 (centres undefined)	-7	2%	-1%	0%	3%	0%	-1%	0%	8%	-2%	-9%
Cc1noc(C)c1COc1ccc(C(=O)OCC(=O)Nc2cccc(S(=O)(=O)N3CCOCC3)c2)cc1	-23	2%	-2%	1%	5%	-2%	-2%	-1%	20%	2%	14%
Cc1cccc(NC(=O)C[n+]2cccc(C)c2)c1	14	2%	-2%	3%	0%	10%	.	0%	7%	4%	-16%[1.91 µM]
CC(C)c1ccc(N(C(=O)CNC(=O)c2ccco2)C(C(=O)NC2CCCC2)c2ccncc2)cc1 (centres undefined)	-15	5%	1%	-2%	3%	3%	-3%	0%	-12%	0%	23%
O=C1c2ccccc2C(=O)N1c1ccc(Cl)cc1	.	20%	.	?	4%	0%	5%	-10%	?	-6%	-1%
COc1ccc(-c2nc3ccccc3nc2-c2ccc(OC)c(OC)c2)cc1OC	8	-5%	0%	5%	4%	7%	.	0%	2%	1%	?
COc1ccc(C)cc1Nc1cc(C)nc2ncnn12	-5	1%	0%	-2%	13%	-3%	-8%	1%	10%	0%	-21%

Filtered by structure: the entries above containing a Cl atom (six)
SMILES	Giardia kill	Gal4-VP16 FLuc	BRCA1 expr act	FLuc counter	ELG1 genotoxic	Rab9 prom act	p53 reactivation	PKM2 act	Menin MLL FP TR	NPC1 promoter act	RORg inh
Cc1ccc(NC(=O)c2ccc3nsnc3c2)c(Cl)c1	?	?	1µM*	1.5µM*	?	0.32µM*	?	.	-12%	0.5µM*	-17%
Cc1ccc(NC(=O)c2c(Cl)n(C)c3ccccc23)cc1	-6	3%	-31%	3.4µM*	11%	23%	5%	1%	9%	?	11%
O=C(NCC(=O)N1CCN(C(=O)c2ccco2)CC1)c1cccc(Cl)c1	-7	.	0%	4%	1%	-7%	-2%	.	.	-3%	.
CC1CCCCC1NC(=O)CN1CCN(Cc2ccccc2Cl)C1=O (centres undefined)	-23	-2%	-3%	-6%	-1%	-5%	-8%	-3%	-3%	-1%	-3%
O=C(Nc1cccc(Cl)c1)c1cnn2cccnc12	-2	.	15%	7.6µM*	?	2µM*	?	0%	-23%	?	-17%[0.365 µM]
O=C1c2ccccc2C(=O)N1c1ccc(Cl)cc1	.	20%	.	?	4%	0%	5%	-10%	?	-6%	-1%

A portion of the library; rates above refer to the full screens.
